High-throughput results as filed in PubChem BioAssay.
aSyn tox rescue: rescues yeast growth from alpha-synuclein toxicity; S. cerevisiae alpha-synuclein toxicity rescue, BacTiter-Glo growth, 24 h; Potency, µM (titrated, usually from 46.1 µM), for inactives: at the top dose growth rescue (activation), usual class: activators; 94,000 compounds, 0.02% hits; AID 1347070; active = well fitted activation curve with a large enough effect; inconclusive = small, poorly fitted or top-dose-only effect; note: 0% is about no effect
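Growth restoration measured by BacTiter-Glo luminescence after 24 hr at 30 deg C; alpha-synuclein yeast, raffinose-pregrown to mid-log, were added at OD600=0.02 in galactose medium onto pinned compounds.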
* hit, by the source's call; ? = inconclusive; & = joins results of further samples; [ ] = dose if it differs, or a comment. Potency is the fitted concentration of half-maximal effect. A portion of the library (hit frequency here may not be typical).

SMILES	aSyn tox rescue
Cc1ccc([C@@H]2C[C@H]3[C@@H](CN2S(=O)(=O)c2ccc(Cl)cc2)C(=O)C[C@@H](c2ccccc2)N3S(=O)(=O)c2ccc(C)cc2)cc1	-9%
Cc1cccc(CN2CCN(CC(=O)NCc3ccc(Cl)cc3)C2=O)c1	4%
COc1cccc(-c2nc3c(C#N)c[nH]n3c2NC2CCCC2)c1OC	-40%[inhibitor]
O=C(CCNC(=O)c1ccccc1Cl)NCCc1ccc(C(F)(F)F)cc1	3%
CCOc1ccc(C2=CC(c3cc(Br)ccc3F)n3ncnc3N2)cc1Cl (stereo unspecified)	9%
O=C(NC(=O)c1ccccc1O)c1ccc(C(F)(F)F)cc1	-11%
O=C(NC(Cc1ccccc1)C(=O)O)/C(=C\c1ccccc1)NC(=O)c1ccco1 (stereo unspecified)	3%
O=C(C1COc2cc(S(=O)(=O)Nc3ccc(Cl)cc3)ccc2O1)N1CCCC1 (stereo unspecified)	1%
CC1CCCC(C)N1C(=O)COC(=O)CNC(=O)c1sc2ccccc2c1Cl (stereo unspecified)	1%
Cc1cc(Cl)ccc1NC(=O)CN(c1ccccc1Br)S(C)(=O)=O	0%
Fc1ccc(C(NCCc2ccc(Cl)cc2)c2nnc(-c3ccccc3Cl)o2)cc1 (stereo unspecified)	22%
CCC1CCCCN1C(=S)Nc1cccc(S(=O)(=O)N(C)C)c1 (stereo unspecified)	15%
Cc1ccc(CNC(=O)c2c(-c3ccc(F)cc3F)noc2C)o1	3%
COc1ccc(CNC(=O)Cn2ncn3nc(-c4cccs4)cc3c2=O)cc1	3%
COc1ccc(N2CCN(c3cc(C)nc4nncn34)CC2)cc1	-3%
COc1ccc(NC(=O)Cn2nc(C)c3c(C)n(-c4ccccc4)nc3c2=O)cc1OC	4%
Cc1ccc(CNC(=O)CN2C(=O)C3(SCC(=O)N3c3ccc(F)c(F)c3)c3ccccc32)cc1 (stereo unspecified)	7%
CC(=O)Nc1cccc(NC(=O)CSc2cn(CC(=O)N3CCCC3)c3ccccc23)c1	3%
COc1cc(OC)c(OC)cc1/C=N/NC(=O)c1ccc2nc[nH]c2c1	-1%
CCOc1ccc(C2CC(c3cccc(OC)c3)Nc3ncnn32)cc1 (stereo unspecified)	2%
O=C(CCCn1c(=O)c2sccc2n(Cc2ccc(Cl)cc2)c1=O)NCc1ccc2c(c1)OCO2	-3%
c1ccc2oc(-c3ccn[nH]3)cc2c1	-4%
O=C(COc1ccccc1)Nc1ccc(OCc2cc(=O)n3ccsc3n2)cc1	-5%
COc1ccc(Cn2c(C(=O)O)c(CNC3CCCC3)c3ccc(OC)cc32)cc1	-2%

Grouped by structure, the entries above containing a CF3 group (two)
SMILES	aSyn tox rescue
O=C(CCNC(=O)c1ccccc1Cl)NCCc1ccc(C(F)(F)F)cc1	3%
O=C(NC(=O)c1ccccc1O)c1ccc(C(F)(F)F)cc1	-11%

(cont.)
SMILES	aSyn tox rescue
CSc1cccc(NC(=S)N2CCCN(Cc3cccc(Cl)c3)C2)c1	3%
COc1ccccc1Cn1c(=S)[nH]c2cc(C(=O)N3CCCC(C)C3)ccc2c1=O (stereo unspecified)	6%
O=C(COc1ccc2c(c1)OCO2)Nc1nnc(Cc2ccccc2)s1	-15%
Cc1c(C)n(Cc2ccc(F)cc2)c2ccc(C(=O)Nc3ccc(Cl)cc3)cc12	12%
CSCCC(NC(=O)c1ccco1)C(=O)N(C)CC(=O)Nc1ccccc1Br (stereo unspecified)	6%
Cc1ccccc1OCC(=O)Nc1cc(-c2cccc(Br)c2)nn1-c1ccccc1	-5%
CCOC(=O)c1c(NC(=O)COc2ccc(OC)cc2)sc(C(=O)N(CC)CC)c1C	-10%
CCc1ccc(NC(=O)Nc2nnc(N(C)C3CCCCC3)s2)cc1	-7%
Cc1ccsc1CN(Cc1ccco1)c1cnc(S(C)(=O)=O)nc1C(=O)Nc1ccc(Cl)cc1	-1%
O=C(Nc1ccccc1Br)c1cc(=O)c2ccccc2o1	-8%
Cc1oc(-c2ccccc2F)nc1CS(=O)(=O)CC(=O)NCc1ccco1	-8%
Cc1ccccc1N1CC(c2nc3ccccc3n2Cc2ccc(Br)cc2)CC1=O (stereo unspecified)	-15%
Cc1cc(C(=O)NCc2ccc3c(c2)OCO3)n(-c2ccccc2)n1	2%
Cc1ccc(/C=C/c2onc(C)c2S(=O)(=O)N2CCC(C(=O)Nc3cc(C)ccc3C)CC2)cc1	?
COc1ccc(N(C)C(=O)Cn2cnc3sc(C)c(S(=O)(=O)N4CCN(c5ncccn5)CC4)c3c2=O)cc1	4%
O=S(=O)(c1cccc(C(F)(F)F)c1)N1c2ccccc2-n2cccc2C1c1cccnc1 (stereo unspecified)	2%
CCOc1ccc(C(=O)NCc2ccc3c(c2)CCN3C(=O)c2ccc(C)cc2)cc1OCC	-2%
CCC(Sc1nc2c(sc3ccccc32)c(=O)n1CCc1ccc(OC)c(OC)c1)C(=O)N(CC)CC (stereo unspecified)	-3%
CCOC(=O)N1CCN(Cc2nc3cc(NC(=O)c4ccccc4Cl)ccc3n2C(C)C)CC1	-7%
Cc1cccc(-n2ncc3c2CCCC3NC(=O)c2cccs2)c1C (stereo unspecified)	4%
CCCCCn1c(=O)[nH]c2cc(C(=O)Nc3ccc(F)c(F)c3)ccc2c1=O	-4%
O=C1C2CCCCN2C(=O)N1CCN1CCN(c2cccc(Cl)c2)CC1 (stereo unspecified)	8%
COc1ccc(Cl)cc1C(=O)Nc1sc2c(c1C(=O)OC(C)C)CCCC2	-2%
CCOC(=O)c1noc2ncn(CC(=O)Nc3cccc(C(F)(F)F)c3)c(=O)c12	-3%
Cc1sc2ncnc(OCc3nnc(-c4cccs4)o3)c2c1C	-3%
COc1ccc(OC)c(CNc2nc3ccc(C)cc3n3nnnc23)c1	-6%
Cc1ccc2c(=O)cc(C(=O)Nc3c(C(=O)c4ccccc4)oc4ccccc34)oc2c1C	-12%
CCCc1cc(C(=O)Nc2sc3c(c2C(=O)OCC)CCCC3)no1	4%
Cc1ccc2c(c1)N(CC(=O)N1CCCCCC1)C(=O)C(C)O2 (stereo unspecified)	10%
O=C(NCc1ccccc1Cl)c1cnc(N2CCCCC2)c2ccccc12	7%
Nc1c(C(=O)N2CCCCC2)sc2nc3c(cc12)CCCC3	4%
COC(=O)c1cnc(Nc2ccc(Cl)cc2)c([N+](=O)[O-])c1	0%
C#CCOC(=O)Nc1cnccc1C(F)(F)F	1%
COCCNC(=O)CSc1nc(-c2cc(OC)c(OC)c(OC)c2)[nH]c1-c1ccc(Cl)cc1	4%
CC(=O)Nc1ccc2c(c1)N(S(=O)(=O)c1cccs1)CCC2	-7%
COc1ccc(NC(=O)CC2C(=O)N(c3cccc(C)c3)C(=O)N2Cc2cccnc2)cc1 (stereo unspecified)	2%
CCN(CC)c1ccc(NC(=O)c2cccn2-c2nnc(N3CCCCC3)s2)c(C)c1	-9%
O=C(NCc1cccc(Cl)c1)c1ccc(S(=O)(=O)N2CCCCC2)cc1	5%
Cc1ccc(S(=O)(=O)N2C[C@H]3[C@H]4C(=O)N(c5ccccc5)C(=O)[C@H]4C[C@H](OC(=O)Nc4cccs4)[C@@]3(O)C2)cc1	-6%
CCN(CC)CCNC(=O)c1ccc(NC(=O)Cc2cccc3ccccc23)cc1	7%
COc1ccccc1CNC(=O)COC(=O)C1CCN(S(=O)(=O)c2ccccc2)CC1	6%
CSc1ccccc1NC(=O)COC(=O)CCc1ccccc1	5%
Cc1nc2sc(C(c3cccs3)N3CC(C)CC(C)C3)c(O)n2n1 (stereo unspecified)	-6%
OC(CN1CCN(c2ccccn2)CC1)Cn1c2ccccc2c2ccccc21 (stereo unspecified)	4%
CCOc1ccccc1C(=O)N1CC(=O)Nc2ccc(C)cc2C1c1ccccc1 (stereo unspecified)	1%
C=CCNC(=O)c1sc(-c2ccccc2)nc1C	-1%
Cc1cnc2c(N)cc(C)c(C)c2c1	8%
CC(=O)c1ccc(N2CCN(C(=O)Nc3ccc(C(C)C)cc3)CC2)cc1	-7%&-12%
CC(=O)c1ccc(N2CCN(c3ccccc3O)CC2)c([N+](=O)[O-])c1	0%
CCn1cc(C(C)NC(=O)Nc2ccc3c(c2)OCO3)c(C)n1 (stereo unspecified)	-4%
CCOC(=O)C1(CCOC)CCN(Cc2nc(-c3cccs3)oc2C)CC1	-7%
Cc1cccc(N2CCN(C(=O)CSCc3ccc(F)cc3)CC2)c1C	17%
CC(=O)Oc1ccc(/C=C(\NC(=O)c2ccco2)C(=O)NCc2ccco2)cc1	-2%
O=C(Nc1ccc(S(=O)(=O)Nc2ccccn2)cc1)c1ccc(Cl)cc1Cl	10%
Cc1sc2ncn(CC(=O)N(C)c3ccc(Br)cc3)c(=O)c2c1S(=O)(=O)N1CCC(C)CC1	-3%
CCOc1ccc2nc(N(Cc3cccnc3)C(=O)c3cccs3)sc2c1	29%
CCc1ccc(C(=O)c2cn(CC(=O)Nc3ccc4c(c3)OCO4)c3cc(OC)c(OC)cc3c2=O)cc1	-6%
CC(=O)N1CCOc2cc(S(=O)(=O)Nc3c(C)cccc3C(C)C)c(Cl)cc21	4%
CCOC(=O)c1c(C)oc2nc(C)nc(NCCCN3CCN(c4ccccc4OC)CC3)c12	-9%
COc1cc2c(cc1OC)CN(C(=O)/C=C/c1ccc([N+](=O)[O-])cc1)CC2	6%
New compounds follow
SMILES	aSyn tox rescue
COc1ccc(S(=O)(=O)N2CCC(C(=O)NC(C)c3ccccc3)CC2)cc1 (stereo unspecified)	0%
CCC(O)c1nc2ccccc2n1CCOc1cc(C)cc(C)c1 (stereo unspecified)	4%
Cc1c(NC(=O)c2ccc(N3CCC(C)CC3)c([N+](=O)[O-])c2)cccc1-c1nc2ccccc2o1	-7%
CCc1noc(C)c1C(=O)Nc1nnc(CC(C)C)s1	8%
CC(=O)c1cccc(NC(=O)c2nc3ccccc3nc2N2CCCCC2)c1	0%
O=C(c1c(F)cccc1F)N1CCCC(c2nc(-c3cccs3)no2)C1 (stereo unspecified)	-8%
Cn1c(C(=O)N2CCC(C(=O)NCCc3ccc(S(N)(=O)=O)cc3)CC2)cc2sccc21	-2%
COC(=O)c1cc(NC(=O)CC2C(=O)OCCN2Cc2ccccc2)cc(C(=O)OC)c1 (stereo unspecified)	18%
CCN1C(=O)[C@H]2[C@@H](c3ccc(C)cc3)N[C@]3(CCCN(Cc4ccc(OC)cc4)C3=O)[C@H]2C1=O	-7%
CCNc1c(NC(=O)c2cccs2)c(=O)oc2ccccc12	-12%
O=C(NCCO)C(O)C(O)C(=O)NCCO (stereo unspecified)	14%
O=C(CCc1nc2ccccc2c(=O)[nH]1)NNC(=O)c1cccc(Cl)c1	-6%
CCCc1c(C)nc2scc(-c3ccc(Cl)cc3)n2c1=O	-5%
CC(Sc1cn(CCNC(=O)c2ccccc2F)c2ccccc12)c1ccccc1 (stereo unspecified)	11%
Cc1cccc(OCC(=O)OCc2cc(=O)n3nc(-c4cccs4)sc3n2)c1	-4%
O=C(Nc1ccc(-c2ccc3nncn3n2)cc1)C1CCCC1	8%
Cc1ccc2nc(-c3ccc(NC(=O)COc4ccc(Cl)c(C)c4)cc3)sc2c1	-2%
CCN(CC)c1ccc(NC(=O)C2CCN(S(=O)(=O)c3c(C)noc3/C=C/c3ccccc3F)CC2)c(C)c1	1%
CC(C)(C)OC(=O)N1CCC(CNC(=O)c2ccc(F)cc2F)CC1	5%
COc1ccc(NC(=O)C2CCCN(c3cnccn3)C2)c(OC)c1 (stereo unspecified)	-1%
Cc1ccc(-c2nc3ccc(Cl)cn3c2Cc2ccccc2)cc1	-8%
Cc1cc(C)cc(OCC(=O)NCC2(N(C)C)CCCCC2)c1	0%
CCn1cc(S(=O)(=O)c2ccc(C)cc2C)c(=O)c2cc(F)c(N3CCCCC3)cc21	5%
CN(Cc1ccccc1)S(=O)(=O)c1ccc(F)c(C(=O)Nc2ccccc2C(F)(F)F)c1	-1%

3 consecutive compounds already listed, quoted:
SMILES	aSyn tox rescue
CCCc1c(C)nc2scc(-c3ccc(Cl)cc3)n2c1=O	-5%
CC(Sc1cn(CCNC(=O)c2ccccc2F)c2ccccc12)c1ccccc1 (stereo unspecified)	11%
Cc1cccc(OCC(=O)OCc2cc(=O)n3nc(-c4cccs4)sc3n2)c1	-4%

Next part
SMILES	aSyn tox rescue
Cc1cc(C)cc(NC(=O)CSCn2nnc3c(=O)[nH]c(Cc4ccc(F)cc4)nc32)c1	6%
Cc1ccc(C(C)C)c(OCC(=O)Nc2ccc(C(=O)OC3CCCCC3)cc2)c1	3%
C=CCC1(CC=C)CC(Cc2cnccn2)N(C(=O)OC(C)(C)C)C1 (stereo unspecified)	-5%
O=C(CCC1CCCC1)N1CCc2c([nH]c3ccccc23)C1c1ccc(F)cc1 (stereo unspecified)	28%
CC(C)Oc1ccc(CNC(=O)c2ccc(CS(=O)c3cccc(Cl)c3)o2)cc1 (stereo unspecified)	1%
COC(=O)CSc1ncc(S(=O)(=O)c2ccccc2)c(=O)[nH]1	-2%
O=C(CSc1n[nH]c(-c2ccccc2)n1)N1CCCC1	1%
Cc1ccc(S(=O)(=O)N2CCOCC2)cc1C(=O)NCCCN1CCCC1=O	-3%
CC(OC(=O)c1cc(=O)[nH]c2ccccc12)C(=O)NCc1ccccc1 (stereo unspecified)	-10%
COc1ccc(S(=O)(=O)Nc2cc3c4c(c2)CC(=O)N4CCC3)cc1OC	-4%
O=C(NCc1cccnc1)c1nn(-c2ccc(F)cc2)nc1CO	-9%
CC(OC(=O)CSCC(=O)Nc1ccc(Cl)cc1)C(=O)N(C)Cc1ccccc1 (stereo unspecified)	-48%[inhibitor]

Part of the list above in order of length of the SMILES, ascending.
SMILES	aSyn tox rescue
O=C(CSc1n[nH]c(-c2ccccc2)n1)N1CCCC1	1%
COC(=O)CSc1ncc(S(=O)(=O)c2ccccc2)c(=O)[nH]1	-2%
C=CCC1(CC=C)CC(Cc2cnccn2)N(C(=O)OC(C)(C)C)C1 (stereo unspecified)	-5%
COc1ccc(S(=O)(=O)Nc2cc3c4c(c2)CC(=O)N4CCC3)cc1OC	-4%
CC(OC(=O)CSCC(=O)Nc1ccc(Cl)cc1)C(=O)N(C)Cc1ccccc1 (stereo unspecified)	-48%[inhibitor]
